TCR activator: Activators of T cell receptors: qHTS campaign. primary human leukocytes, anti-CD3, IL-2 HTRF, 48 h. Potency, µM (doses to about 9.22 µM), without a hit: at the highest dose activation of IL-2 secretion, usual class: activators. 330,000 tested, under 10 active. AID 504894, 2011; note: % of control where 0% means no effect
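Activity was scored as IL-2 release from primary human leukocytes given only a TCR signal (a-CD3 beads) plus compound for 48 hr. Detection used a two-antibody HTRF format read at 665nm.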
TSHR antag: Antagonists of the Thyroid Stimulating Hormone Receptor: HTS campaign | Thyrotropin receptor (Homo sapiens), P16473 | TSHR-expressing cells, TSH-stimulated cAMP HTRF, 2 h; hits give low values | activity change, negative = inhibition, % at 11.5 µM | actives 0.2% (n = 330,000);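 active = activity change below a set negative limit, meaning inhibition stronger than a set level, cut at about -70% in these data; inconclusive = activity change between two set negative limits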; note: % is set by controls: 0 for no effect and ±100 for the full control effect
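Competitive HTRF cAMP read-out (cryptate anti-cAMP antibody, cAMP-d2; 30 min, room temperature) in freshly harvested TSHR cells. Compounds added before TSH at EC80 (4nM final), followed by 2 hours' incubation at 37 deg C.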
Mito fusion yeast: qHTS Assay for Small Molecule Inhibitors of Mitochondrial Division or Activators of Mitochondrial Fusion. actives 0.23% (n = 320,000). Potency, µM (highest dose often 46.1 µM), inactives show top-dose growth rescue (activation), hits mostly activators. S. cerevisiae fusion-defective mutant growth rescue, CellTiterGlo 48 h;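 note: potency is the fitted concentration of half-maximal effect; % of control where 0% means no effect; nearly all actives have a fitted effect of over 45% in size; temperature-sensitive fusion mutants such as fzo1-1 at 37 °C on non-fermentable ethanol glycerol medium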
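Read-out: ATP-based luminescence (CellTiterGlo, 10 min ambient) reporting growth of fusion-defective ts yeast after 48 hours at 37C on glycerol/ethanol YPEG medium in the presence of compound.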
Integrin act MD: qHTS for Activators of Integrin-Mediated Alleviation for Muscular Dystrophy | alpha7betagal myoblasts, beta-gal FDG fluorescence, 48 h | Potency, µM (doses to about 38.3 µM), without a hit: at the top dose activation, actives largely listed as activators | actives 0.064% (n = 350,000);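 note: potency is the fitted concentration of half-maximal effect; 100% = response of the positive control SU9516; nearly all actives have a fitted effect of over 60% in size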
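alpha7betagal+/- myoblasts (passage 13, 250/well) treated 48 h at 37C with compounds at 1:260 dilution of DMSO stock. Lysed, then beta-galactosidase activity read as FDG fluorescence (ex 480/em 540) after 30 min, with pre-read for autofluorescence.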
Menin-MLL TR inh: qHTS Assay for Inhibitors Targeting the Menin-MLL Interaction in MLL Related Leukemias: Competition With Texas Red Labeled MLL-derived Mutant Peptide; O00255; Potency, µM (top dose mostly 61.6 µM), for the others: at the highest dose FP activity change, negative = inhibition, most hits filed as inhibitors; AID 1768, 2009; actives 0.23% (n = 270,000); Menin + Texas Red MLL mutant peptide, fluorescence polarization; active = well fitted inhibition curve with a large enough effect in the polarisation, with a control signal flat, not every such curve was filed as active; inconclusive = small, poorly fitted or top-dose-only effect, or effect the other way, or a change in a side signal; inactive = no such curve, though single readings can be large or run the other way; the % refers to the polarisation; note: potency is the fitted concentration of half-maximal effect; % of control where 0% means no effect; many of its hits are not listed in these tables
Target sequence (O00255 whole entry, looked up): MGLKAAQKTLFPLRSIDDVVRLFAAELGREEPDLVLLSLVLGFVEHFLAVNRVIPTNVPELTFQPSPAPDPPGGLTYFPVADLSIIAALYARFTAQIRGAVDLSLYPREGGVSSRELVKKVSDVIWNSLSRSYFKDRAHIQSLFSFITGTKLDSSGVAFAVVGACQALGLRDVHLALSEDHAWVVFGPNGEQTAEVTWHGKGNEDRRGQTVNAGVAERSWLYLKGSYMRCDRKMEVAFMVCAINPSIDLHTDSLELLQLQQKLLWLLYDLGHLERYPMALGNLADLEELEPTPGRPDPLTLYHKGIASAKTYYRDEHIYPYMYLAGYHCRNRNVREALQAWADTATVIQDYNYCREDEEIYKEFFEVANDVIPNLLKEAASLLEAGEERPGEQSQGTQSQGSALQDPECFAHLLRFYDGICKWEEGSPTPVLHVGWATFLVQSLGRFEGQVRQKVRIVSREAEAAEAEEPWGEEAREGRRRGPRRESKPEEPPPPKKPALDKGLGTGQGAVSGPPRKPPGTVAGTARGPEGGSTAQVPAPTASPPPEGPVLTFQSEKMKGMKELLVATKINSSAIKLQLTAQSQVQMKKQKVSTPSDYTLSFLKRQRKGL
MBNL1-CUG inh: qHTS Assay for Inhibitors of MBNL1-poly(CUG) RNA binding; Muscleblind-like protein 1 (Homo sapiens), Q9NR56; TR-FRET MBNL1-His/biotin-(CUG)12 binding, 665/545 ratio; Potency, µM (titrated, usually from 57.5 µM), for the others: top-dose activity change, negative = inhibition, hits mostly inhibitors; actives 0.036% (n = 280,000); AID 2675, 2010; active = well fitted inhibition curve with a large enough effect in the signal ratio, with a control signal flat, not every such curve was filed as active; inconclusive = small, poorly fitted or top-dose-only effect, or effect the other way, or a change in a side signal; inactive = no such curve, though single readings can be large or run the other way; the % refers to the signal ratio; note: potency is the fitted concentration of half-maximal effect; % is set by controls: 0 for no effect and ±100 for the full control effect
Target sequence (Q9NR56 whole entry, looked up): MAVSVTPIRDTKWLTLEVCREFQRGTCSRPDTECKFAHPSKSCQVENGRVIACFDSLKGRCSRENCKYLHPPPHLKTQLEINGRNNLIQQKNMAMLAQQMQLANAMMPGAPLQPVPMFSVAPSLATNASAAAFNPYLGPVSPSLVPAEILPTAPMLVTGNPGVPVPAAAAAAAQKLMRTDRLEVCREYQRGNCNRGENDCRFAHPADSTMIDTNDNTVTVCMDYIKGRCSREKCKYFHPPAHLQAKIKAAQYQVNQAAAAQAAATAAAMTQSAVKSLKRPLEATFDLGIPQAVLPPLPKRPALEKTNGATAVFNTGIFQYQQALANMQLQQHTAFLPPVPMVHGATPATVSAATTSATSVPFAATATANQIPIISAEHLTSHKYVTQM
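Ratiometric TR-FRET (665 over 545 nm, excitation 340 nm) tracks disruption of MBNL1-His/biotin-(CUG)12 complex after 60 min at room temperature, with compounds at 92 nM to 58 uM final.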
MLL CXXC-DNA inh: qHTS Fluorescence Polarization Assay for Inhibitors of MLL CXXC domain - DNA interaction. MLL-CXXC / FITC-HOXA9 DNA fluorescence polarization. Potency, µM (top dose mostly 115 µM), for inactives: at the top dose activity change, negative = inhibition, most hits filed as inhibitors. actives 0.037% (n = 290,000); active = well fitted inhibition curve with a large enough effect in the polarisation, with a control signal flat, not every such curve was filed as active; inconclusive = small, poorly fitted or top-dose-only effect, or effect the other way, or a change in a side signal; inactive = no such curve, though single readings can be large or run the other way; the % refers to the polarisation; note: potency is the fitted concentration of half-maximal effect
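Purified MLL-CXXC (added from a 7 uM solution) was preincubated 5 min at ambient with pinned compounds in 50 mM Tris-HCl pH 7.5, 50 mM NaCl, 1 mM DTT, 0.05% BSA. Fluorescein-labeled HOX-A9 DNA (50 nM solution) followed, 30 min, then polarization read.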
ASM inhibitor: Inhibitors of Secretory Acid Sphingomyelinase (S-ASM): qHTS; Potency, µM (highest dose often 57.5 µM), for inactives: top-dose activity change, negative = inhibition, usual class: inhibitors; placental ASM, HMU-PC fluorogenic substrate, 60 min; actives 0.006% (n = 340,000); note: potency is the fitted concentration of half-maximal effect
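HMU-PC0 cleavage (9 uM final) by human placental ASM, 60 min at 37 °C following 10 min compound exposure at RT; stopped at pH 10, fluorescence Ex 386/Em 447 nm.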
AT treatment: qHTS Assay for Identifying a Potential Treatment of Ataxia-Telangiectasia; actives 0.19% (n = 320,000); AID 485349, 2010; Potency, µM (doses to about 57.5 µM), for inactives: top-dose activation, actives largely listed as activators; […] A-T fibroblasts, KAP-1 phosphorylation AlphaLISA; neocarzinostatin DNA damage 30 min before lysis; note: potency is the fitted concentration of half-maximal effect; % of control where 0% means no effect; nearly all actives have a fitted effect of over 45% in size
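hTERT-immortalized A-T patient fibroblasts ([…]), 500 cells/well in OPTI-MEM, 1% FBS, got compounds for 60 min, then NCS for 30 min at 37C. Lysates were then assayed for phospho-KAP-1 by AlphaLISA (anti-pKAP1 donor, anti-KAP1 acceptor beads), 6 hr at 25C.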
TSG101-PTAP inh: qHTS Assay for Iinhibitors of HIV-1 Budding by Blocking the Interaction of PTAP/TSG101. Tumor susceptibility gene 101 protein (Homo sapiens), Q99816. Potency, µM (doses to about 115 µM), inactives show at the top dose activity change, negative = inhibition, most hits filed as inhibitors. 340,000 tested, under 10 active. AID 493005, 2010. Fluorescence polarization, FITC-PTAP peptide / Tsg101 binding; active = well fitted inhibition curve with a large enough effect in the main read-out, with a control signal flat, not every such curve was filed as active; inconclusive = small, poorly fitted or top-dose-only effect, or effect the other way, or a change in a side signal; inactive = no such curve, though single readings can be large or run the other way; note: potency is the fitted concentration of half-maximal effect; % of control where 0% means no effect
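Tsg101 binding domain (10 uM final) was mixed with compound and a FITC-labeled PTAP peptide (50 nM final) in HEPES pH 7.5 buffer with NaCl, Tween 20, EDTA and TCEP; fluorescence polarization was read after 20 min at r.t.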
* hit, by the source's call; ? = inconclusive; · = no result given; & = joins results of further samples; [ ] = another dose, or the depositor's remark. Unless noted, calls come from the whole dose curve; as a rule, active = well fitted curve in the direction sought with a large enough effect; inconclusive = small, poorly fitted or top-dose-only effect, or another doubt; inactive = no such curve, though single readings can be large; an effect the other way counts as inactive or inconclusive.

SMILES	TCR activator	TSHR antag	Mito fusion yeast	Integrin act MD	Menin-MLL TR inh	MBNL1-CUG inh	MLL CXXC-DNA inh	ASM inhibitor	AT treatment	TSG101-PTAP inh
CCC1(C(=O)O)NC(c2cc(OC)ccc2O)C2C(=O)N(Cc3ccccc3)C(=O)C21 (stereo not drawn)	-2.6%	23.8	-3.1%	14.1%	2.5%	-6.9%	5.1%	4.2%	11.1%	-2.0%
CCCn1c(=O)c2[nH]c(-c3ccc(S(=O)(=O)O)cc3)nc2n(CCC)c1=O	-9.6%	-7.8&3.7	14.6%&2.5%	·	48.5%[activator]	?	-13.7%	207.2%[activator]	-3.1%	-2.3%
Cc1cc(=O)[nH]c(SCC(=O)NC2CCCCCCC2)n1	4.2%	-8.4	·	-5.1%	·	·	·	0.2%	0.7%	-0.4%
CC(C)CN(C(=O)CSc1nncs1)c1c(N)n(CC(C)C)c(=O)[nH]c1=O	11.0%	-2.2	-3.0%	-13.0%	11.2%	0.5%	-2.4%	30.0%	·	-1.8%
COc1ccc(N(C)S(=O)(=O)c2ccc3c(c2)CCN3C(=O)C2CC2)c(OC)c1	6.2%	14.6	-2.4%	17.1%	·	-5.1%	11.3%	2.5%	2.4%	-0.9%
O=C1C2C3C=CC(CC3)C2C(=O)N1c1ccccc1[N+](=O)[O-] (stereo not drawn)	-4.3%	24.8	29.1%	-21.1%	0.7%	?	9.5%	1.6%	7.5%	3.9%
Cc1nc(CC(=O)O)c(-c2ccccc2)s1	-0.7%	5.8	-6.0%	14.1%	3.4%	-7.1%	3.8%	3.1%	2.8%	-5.7%
Cc1c(NC(=O)COC(=O)CSc2ccc(C(N)=O)cc2[N+](=O)[O-])c(=O)n(-c2ccccc2)n1C	-27.8%	62.7	9.0%	-23.2%	·	?	-11.0%	-1.7%	7.6%	1.0%
Cn1c(=O)c([N+](=O)[O-])c(NCCc2ccccc2)c2ccccc21	-0.2%[46.1 µM]	-8.1	14.4%	16.9%	12.8%	17.1%	-0.9%	-10.1%	-12.2%	0.3%
CCc1ccc(NC(=O)c2noc3c2CCCCC3)cc1	-1.1%	14.2	2.2%	4.8%	2.4%	-4.6%	-4.9%	-0.2%	3.4%	2.3%
CCOc1ccc(/C=N/Nc2nc(=O)[nH]nc2C)cc1OC	5.2%	-11.2	4.1%	-7.4%	-11.8%	?	1.3%	1.4%	2.2%	-3.9%
COc1cccc(OC)c1C(=O)NNC(=O)c1ccccc1-n1cccc1	-3.3%	-5.3	2.7%	1.8%	14.7%	-9.0%	-0.6%	5.7%	-1.6%	-0.3%
Cn1cccc/c1=N\c1cccc[n+]1C	-2.2%	2.2	1.9%	-5.1%	·	-4.2%	2.5%	196.9%[activator]	-11.5%	1.0%
O=C(CN(c1ccccn1)S(=O)(=O)c1ccc(F)cc1)Nc1ccc(F)cc1F	3.9%	9.4	0.5%	-8.9%	-1.3%	·	6.4%	8.9%	4.5%	-7.4%
COC(=O)C(NC(=O)COc1ccccc1)(Nc1nc2c(s1)CCCC2)C(F)(F)F (stereo not drawn)	4.5%[46.1 µM]	-5.5	26.8%	-23.9%	-13.7%	?	2.4%	-2.1%	-7.3%	2.3%
COc1ccc(CCNC(=O)C2CC3Cn4c(nc5ccccc54)C3N2c2ccccc2)cc1 (stereo not drawn)	-3.7%	·	·	0.0%	·	·	·	-2.2%	·	3.4%
CCC(C)Sc1nnc(CSc2nc(C)cc(C)n2)n1C (stereo not drawn)	-0.8%	-1.9	-1.0%	-39.7%	6.3%	-11.9%	1.4%	-1.9%	-1.4%	-4.4%
CCOC(=O)C1(Cc2ccccc2)CCN(Cc2cnn(CC)c2)CC1	·	6.4	-4.1%	23.3%	2.9%	-8.6%	31.3%[activator]	-2.2%	10.6%	-2.5%
Cn1cccc1/C=N/N1CCN(c2ccccn2)CC1	-9.6%[46.1 µM]	27.4	-3.1%	19.8%	-2.7%	-12.6%	8.8%	2.2%	·	0.5%
COc1ccc(-n2nc(C(=O)NCC(=O)NCc3ccc(F)cc3)c3ccccc3c2=O)c(OC)c1	1.4%	-9.0	2.3%	11.0%	-0.2%	-0.2%	50.6%[activator]	0.1%	6.1%	-4.0%
COc1ccc(OC)c(S(=O)(=O)NCc2ccccn2)c1	3.4%	-3.3	0.2%	-20.9%	-12.1%	-4.2%	5.3%	3.0%	-4.6%	-3.2%
Cc1ncc([N+](=O)[O-])n1CCO	4.4%	33.6&-1.2	-4.6%&1.7%	·	-4.6%	?	5.2%&27.9%	0.3%	-22.3%	-9.0%
Cc1cc(C(=O)N2CCc3c([nH]c4ccccc34)C2c2cccc(Cl)c2)nn1C (stereo not drawn)	3.9%	3.8	5.01µM*	-28.3%	0.7%	4.6%	1.0%	-1.2%	8.4%[11.5 µM]	-3.1%
CC(C)(C)C(=O)NC(=S)Nc1ccccn1	9.3%	-4.0	-0.7%	-10.6%	-9.7%	2.0%	-1.2%	6.6%	0.6%	0.6%
CCNc1[nH]c(=O)n(C)c(=O)c1N=O	-0.2%	-3.7	-0.3%	21.2%	7.7%	18.2%	0.5%	5.1%	0.5%	-0.1%
CC1CC(C)CN(S(=O)(=O)N2CCCC(C(=O)NCc3ccccc3Cl)C2)C1 (stereo not drawn)	3.3%	-9.9	-8.7%	19.9%	-11.3%	-5.8%	10.5%	-1.9%	-1.2%	-3.6%
Cn1c(=O)c2[nH]c(CCCCCCCCc3nc4ccccc4[nH]3)nc2n(C)c1=O	0.2%	·	·	-48.9%[inhibitor]	·	·	·	-0.6%	·	-0.8%
Cc1cn2c(nc(=O)c3cccnc32)s1	-1.2%[46.1 µM]	-1.9	-3.3%	-19.7%	0.0%	9.0%	9.3%	1.5%	-6.4%	-2.0%
COc1ccc(S(=O)(=O)N/N=C\c2ccc3c(c2)OCO3)c(OC)c1	-1.1%	-21.7	-4.5%	?	10.7%	8.4%	-3.3%	-1.3%	-3.4%	-4.9%
COc1ccccc1CNC(=O)CCc1ccccc1	0.9%	3.0	0.8%	5.3%	2.0%	6.4%	23.9%	8.0%	-11.1%	0.9%
COc1ccc(CNC(=S)NCc2ccc(F)cc2)cc1OC	12.0%	1.2	-2.5%	-0.9%	18.7%	-5.8%	-16.1%	-0.8%	16.1%	0.3%
Cc1ccc(OCC(COCc2ccccc2)NC(C)C)cc1 (stereo not drawn)	3.4%	·	·	-73.7%[inhibitor]	·	·	·	2.6%	·	-2.2%
COc1ccc(C)cc1NC(=O)c1ccc(NS(=O)(=O)c2c(C)noc2C)cc1	-2.9%	8.2	3.5%	30.8%	29.6%	-5.6%	5.3%	-5.1%	-5.7%	0.4%
C=CCNC(=O)COc1c(C)ccc(C)c1C	-3.7%	-4.4	0.5%	21.1%	-16.7%	-5.2%	-12.6%	2.2%	-0.8%	-3.0%
CCOC(=O)C1CCN(CC(=O)N2C(C)CCCC2C)CC1 (stereo not drawn)	·	1.9	-0.7%	13.8%	-5.6%	3.6%	-11.9%	-2.9%	14.4%	·
Cc1nc2ccccn2c(=O)c1NC(=O)c1cccs1	-2.2%	13.6	1.5%	16.3%	·	·	·	2.0%	6.0%	0.2%
CCOc1ccccc1N(C(=O)CNC(=O)c1ccco1)C(C(=O)NC(C)(C)C)c1ccncc1 (stereo not drawn)	-6.4%	-6.1	3.7%	7.6%	1.3%	-7.9%	-2.0%	1.4%	·	-5.1%
COc1cccc(C(=O)Nc2ccc(N3CCN(C(=O)c4ccco4)CC3)cc2)c1	-1.0%	1.7	0.7%	-10.3%	-7.5%	-4.3%	31.7%[activator]	-3.7%	-7.0%	-0.5%

From PubChem BioAssay

An excerpt (hit frequency here may not be typical).
